Bioassay records (PubChem)
CHX counter = counter-screen hit for Shiga toxin inhibitors, cycloheximide | cell reporter, cycloheximide protein synthesis inhibition counterscreen | AID 2314 | 300,000 compounds, 12% hits | max response, %; in the data active = max response mostly above about 13%, no sharp cut-off; inactive = mostly below about 14%; also: read at 38.3 µM for the half of the compounds with a filed dose; 0% is about no effect
Pf growth 48h = inhibits P. falciparum growth in the first generation, 48 h; P. falciparum luciferase growth in erythrocytes, 48 h; Potency, µM (series often up to 28.7 µM), without a hit: at the top dose activity change, negative = inhibition, usual class: inhibitors; 310,000 compounds, 5.9% hits; also: potency is read from the fitted curve at half-maximal effect; % is scaled to controls: 0 for no effect and ±100 for the full control effect
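Read-out is firefly luciferase luminescence from an integrated reporter in P. falciparum, so falling signal marks reduced parasite growth. Infected erythrocytes were at 2% hematocrit and 0.1% parasitemia (final) in Albumax-supplemented RPMI 1640.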
FBPA Giardia inh = inhibitors of Giardia lamblia fructose-1,6-bisphosphate aldolase; A8B2U2; purified Giardia FBPA; Potency, µM (titrated, usually from 59.6 µM), for the others: at the top dose activity, negative = inhibition, actives largely listed as inhibitors; 290,000 compounds, 0.71% hits; also: potency is read from the fitted curve at half-maximal effect; % is scaled to controls: 0 for no effect and ±100 for the full control effect; nearly all actives have a fitted effect of over 55% in size
Target sequence (A8B2U2 whole entry, looked up): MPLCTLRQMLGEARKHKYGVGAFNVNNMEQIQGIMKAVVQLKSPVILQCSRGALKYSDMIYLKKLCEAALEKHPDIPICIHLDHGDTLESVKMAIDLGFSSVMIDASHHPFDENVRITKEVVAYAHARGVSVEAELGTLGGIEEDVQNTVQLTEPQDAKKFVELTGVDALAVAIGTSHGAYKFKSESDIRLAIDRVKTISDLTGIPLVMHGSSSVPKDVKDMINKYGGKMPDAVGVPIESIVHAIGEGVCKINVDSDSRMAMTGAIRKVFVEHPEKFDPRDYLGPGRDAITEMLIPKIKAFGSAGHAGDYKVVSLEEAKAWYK
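40 nM FBPA preincubated 10 min at RT with compound (up to 57.5 uM final), then substrate plus GAPDH/TPI/NAD/arsenate coupling and diaphorase/resazurin added. Fluorescence read after 20 min at RT, 525/598 nm.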
HCV inh = HCV inhibition | 340,000 compounds, 3.4% hits | Huh7.5.1 HCVcc-Cre infection, luciferase reporter, 44 h | Potency, µM (top dose mostly 41.8 µM), inactives show at the highest dose activity change, negative = inhibition, actives largely listed as inhibitors; also: potency is read from the fitted curve at half-maximal effect; % is scaled to controls: 0 for no effect and ±100 for the full control effect
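Seed cells (1,000/well) for 4 h; treat with compound and infect with HCVcc-Cre, moi about 0.5. Incubate 44 h, then detect luciferase activity.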
Pf growth 96h = P. falciparum growth inhibition at 96 hours; P. falciparum luciferase reporter growth, 96 h; Potency, µM (doses to about 28.7 µM), for inactives: at the highest dose activity change, negative = inhibition, most hits filed as inhibitors; 320,000 compounds, 6.9% hits; AID 504834; also: potency is read from the fitted curve at half-maximal effect; % is scaled to controls: 0 for no effect and ±100 for the full control effect
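Luminescence readout: decreased luciferase signal marks inhibited growth of reporter-expressing P. falciparum in infected red cells (2% hematocrit, 0.05% parasitemia final), exposed to compound two generations (96 h, 37 C, 5% CO2).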
Shiga inhibitor = inhibitors of Shiga toxin in Vero cells | Vero cells, Shiga toxin protein synthesis inhibition reporter | inhibition, % at 38.7 µM | 290,000 compounds, 9.2% hits | AID 2315; in the data active = inhibition mostly above about 28%, no sharp cut-off; inactive = mostly below about 43%; also: 0% is about no effect
* = called active by the depositor; i = inactive; ? = inconclusive; . = not tested or not shown; & = joins results of further samples; [ ] = another dose, or the depositor's remark. Unless noted, calls follow the shape of the dose curve; as a rule, active = well fitted curve in the direction sought with a large enough effect; inconclusive = small, poorly fitted or top-dose-only effect, or another doubt; inactive = no such curve, though single readings can be large; an effect the other way counts as inactive or inconclusive. Compounds as they come (roughly 24% active in at least one column).

Structure,CHX counter,Pf growth 96h,HCV inh,Pf growth 48h,FBPA Giardia inh,Shiga inhibitor
CCCN(CC1CC1)S(=O)(=O)c1ccc(S(N)(=O)=O)cc1,-2.6,14.8%,7.3%,0.0%,4.2%,3.0
Clc1cccc(-c2ccc(/C=N/n3cnnc3)o2)c1,3.4,37.1%[activator],4.9%,30.4%,3.4%,-2.7
CC(C)=C1C2CCC1C1C(=O)N(NC(=O)COc3ccc(C(C)(C)C)cc3)C(=O)C21 (configuration not stated),-0.9,.,?,-24.3%,-2.3%,-6.8
COc1ccc(N(C(=O)c2ccco2)C(C(=O)NC2CCCC2)c2ccco2)cc1OC (configuration not stated),-3.7,64.3%[activator],-0.3%,?,-12.3%,13.5
CC(C)CCn1c(Br)nc2c1c(=O)n(CC(N)=O)c(=O)n2C,1.2,?,1.1%,3.3%,9.7%,2.5
Cc1nc2n(n1)C(c1ccccc1)C1=C(CC(c3ccco3)CC1=O)N2 (configuration not stated),-1.4,?,8.5%,?,2.0%,11.2
O=C(/C=C/c1ccco1)N1CCN(c2ccc(F)cc2)CC1,14.0,?,10.8%,?,-19.4%,48.4
NS(=O)(=O)c1ccc(CCNC(=O)c2cc(-c3cccs3)nc3ccccc23)cc1,-3.8,?,?,-8.0%[5.75 µM],0.6%,-5.2
COc1ccccc1NS(=O)(=O)c1ccc(O)c(NC(=S)NCC2CCCO2)c1 (configuration not stated),2.0,-27.2%,-1.1%,8.9%,?,7.0
COc1ccc(NC(=O)C(CCSC)N2C(=O)c3ccccc3C2=O)cc1 (configuration not stated),-6.4,?,16.8%,.,-11.7%,31.8
O=C1OC(c2ccccc2)=C/C1=C/N1CCOCC1,17.4*,?,-12.8%,158.9%[activator],-17.0%,63.3*
Cc1cc(NC(=O)CSc2nc3cc(C)c(C)cc3cc2C)no1,-2.9,-2.5%,8.7%,7.2%,3.7%,-10.0
O=C(O)CNc1ccccc1C(=O)O,-1.6,36.7%[activator],2.2%,18.2%,-20.9%,5.8
CC(C)(/C=N/O)/[N+]([O-])=C/c1ccccc1,-1.2,25.9%,8.5%,8.9%,-2.1%,4.4
COc1ccc(Cl)cc1NC(=O)NN1CCN(C)CC1,-1.0,?,12.7%,?,.,-18.3
CCC1CC=CC2C1C(=O)N(Cc1ccccc1)C2c1cccc([N+](=O)[O-])c1 (configuration not stated),37.5,.,.,.,-17.2%,36.7
Cc1cn(C2OC(COC(=O)c3ccccc3)C(O)C2Cl)c(=O)[nH]c1=O (configuration not stated),-5.0,9.9%,-0.6%,10.8%[1.15 µM],3.9%,10.9
Nc1nc2nccc(-c3ccco3)n2n1,6.5,?,16.5%,.,-7.8%,10.2
N/C(=N\OC(=O)CC1CCCCC1)c1ccc([N+](=O)[O-])cc1,18.4*,-27.0%,2.7%,29.0%,-1.1%,26.1
COc1ccccc1C(C)Nc1nc(-c2cccnc2)nc2ccccc12 (configuration not stated),-4.0,?,?,13.1µM*,12.4%,-7.3
CN(C)c1cccc(C(=O)N2CCCC(CCC(=O)NCc3ccccc3F)C2)c1 (configuration not stated),30.5*,?,?,3.29µM*,-2.7%,15.6
CC(=O)Nc1ccc(NC(=O)C2CCCN2C(=O)Nc2cccc(F)c2)cc1 (configuration not stated),-3.7,-21.5%,2.5%,27.7%,4.0%,3.3
CSc1nnc(-c2cccn(Cc3cccc(Cl)c3)c2=O)o1,-2.5,46.6%[activator],17.4%,30.6%[activator],6.3%,-7.6
CCOC(=O)CSc1nc(Nc2ccc3c(c2)OCO3)c2ccccc2n1,-2.4,8.28µM*,?,8.28µM*,-0.2%,-19.3
CN(C)c1ccc(S(=O)(=O)N2CCCCC2)cc1NC(=O)C1=NN(c2ccccc2)C(=O)CC1,-0.7,5.86µM*,-2.7%,-18.8%,.,-11.6
Cc1sc2nc3n(c(=O)c2c1C)NC(=O)CC3,1.7,7.1%,0.0%,?,0.1%,2.1
Cc1cc(-c2nnc(SCC(=O)c3ccc(Cl)cc3)o2)no1,4.7,29.6%,17.8%,21.3%,15.0%,-13.9
COc1cc(/C=C/C(=O)OCC(=O)NC2CCS(=O)(=O)C2)ccc1O (configuration not stated),1.1,-0.3%,4.7%,-6.5%,2.4%,-1.0
CCN(CC)S(=O)(=O)c1ccc(Oc2ccc(S(=O)(=O)N(CC)CC)cc2)cc1,-2.9,11.9%,2.82µM*,?,-5.7%,-7.9
CC(=O)Nc1ccc(C(=O)NCC2(N3CCCCC3)CCCCC2)cc1,-1.2,-5.5%,?,-20.0%,.,10.8
O=C(Nc1ccc(S(=O)(=O)N2CCCC2)cc1)C1CCCN1C(=O)c1cccs1 (configuration not stated),8.3,-5.5%,3.5%,-16.8%,-6.8%,-6.6
CC(/C=N/Nc1nc2ccccc2[nH]1)=C\c1ccccc1,22.7*,?,?,?,0.9%,12.6
O=C(OCc1cnc(Cl)s1)c1ccccc1Cl,15.6*,1.0%,14.5%,-1.2%,-9.8%,22.2
O=C(NCC(=O)N1CCC2(CC1)NCCc1[nH]cnc12)c1ccc(F)cc1,1.1,0.4%,-1.7%,-8.1%,.,1.0
COc1ccc(N2CCN(C(=O)CSc3nc4c(c(=O)n(C)c(=O)n4C)n3C(C)C)CC2)cc1,-2.7,?,-28.4%,-11.8%,-2.9%,-11.8
COc1cccc(CNC(=O)c2ccc(OC)c(S(=O)(=O)NC3CCCC3)c2)c1,.,-20.7%,-24.0%,-6.6%,.,.
CCOc1ccc(C2=NNC(c3cccs3)=Nc3ccc(OC)cc32)cc1,34.9*,-30.7%,8.4%,11.7µM*,-4.6%,84.8*
CN(CCOc1ccccc1)CC(=O)Nc1cc([N+](=O)[O-])ccc1Cl,-6.0,0.0%,?,5.0%,-6.9%,12.8
CCCCn1nnnc1NCc1ccc(C)s1,-2.1,-13.0%,6.5%,-1.0%,0.7%,-1.8
c1ccc(-n2nnnc2CN2CCOCC2)cc1,7.1,459.2%[activator],22.2%,-0.2%,-4.8%,6.8
Cc1cc(C)c2nc(SC(C)C(=O)NCC(=O)Nc3ccc(F)c(F)c3F)cc(C)c2c1 (configuration not stated),5.8,-25.4%,?,1.7%,0.4%,-0.3
CCCCNC(=O)C1CCC(CNc2nc(=S)[nH]c3ccccc23)CC1 (configuration not stated),-6.0,-35.2%,-0.1%,11.8%,-4.3%,-12.1
Cn1c(=O)c([N+](=O)[O-])c(NCc2ccccc2)c2ccccc21,-0.8,8.28µM*,3.2%,-0.2%,-0.7%,2.2
O=C(NCCc1ccccn1)c1cc2ccccc2o1,48.6*,7.3%,-0.7%,26.6%,-8.2%,83.7*
COc1cccc(NC(=O)c2ccc3c(c2)N(CC(=O)N2CCOCC2)C(=O)C(C)(C)O3)c1,-0.6,2.0%,10.3%,?,-19.6%,4.2
O=S(=O)(c1cnccc1N1CCN(/N=C/c2ccc(Br)cc2)CC1)N1CCCCC1,-0.6,123.3%[activator],10.7%,43.8%[activator],0.6%,-15.1
Cc1cccc(N2CCN(C(=O)CCS(=O)(=O)c3ccc(Br)cc3)CC2C)c1 (configuration not stated),8.7,?,-16.9%,?,-6.1%,-12.5
CC(C)(S)[C@@H](N)C(=O)O,-2.4&17.2,?,5.4%,-4.9%&7.8%,12.6µM*,-2.9&27.5
Cc1cccc(OCCc2nnc(N)s2)c1C,-2.2,.,3.8%,-6.8%,3.2%,14.0
COc1ccc2ncn(-c3ccccc3)c2c1,6.4,?,-31.0%,2.5%,-2.8%,-30.0
Cc1ccc(NC(=O)CN(C)C(=O)COC(=O)/C=C/c2cccs2)cc1,.,6.4%,4.9%[8.37 µM],10.6%,.,.
CCOC(=O)N1CCN(C2CCCN(C(=O)c3ccccc3C(F)(F)F)C2)CC1 (configuration not stated),6.4,1.9%,-23.1%,?,-7.3%,-9.1
CCc1cc(=O)[nH]c(SCC(=O)Nc2ccc3c(c2)OCCO3)n1,.,14.8%,31.0%[activator],0.0%,.,.
Cc1ccc(S(=O)(=O)N(C)c2ccc(C(=O)NCc3ccccn3)cc2)cc1,-3.1,-0.8%,-8.7%,-5.8%[5.75 µM],1.2%,-8.7
NC(=O)c1nnsc1-c1ccc(-c2snnc2C(N)=O)cc1,0.6,79.6%[activator],-1.8%,65.1%[activator],0.8%,-9.0
CCOC(=O)N/N=C/c1ccc(Oc2ccccc2)cc1,40.5*,?,-3.9%,?,1.6%,104.1*
Cc1cccc(N2CCN(C(=O)Cn3sc4nc(C)cc(C)c4c3=O)CC2C)c1 (configuration not stated),-4.7,?,-3.3%,.,-19.1%,-6.1
O=C1CCCC2=C1C1O[C@](CCCCN3C(=O)c4ccccc4C3=O)(Cc3c1ccc1ccccc31)O2,5.7,-6.0%[5.75 µM],.,?,3.9%[12.9 µM],i
O=C(O)c1ccccc1C(=O)Nn1cnnc1,-3.5,4.7%,-5.1%,-6.9%,-3.1%,-19.1
Cc1ccc(Nc2nc(N)nc(CSc3nnc(C)s3)n2)cc1,34.9*,73.0%[activator],18.8%,74.8%[activator],-5.7%,97.7*

(next part)
Structure,CHX counter,Pf growth 96h,HCV inh,Pf growth 48h,FBPA Giardia inh,Shiga inhibitor
COc1ccc(C(=O)NCc2nnc(SCCOc3ccccc3)n2C)cc1,-1.7,11.2%,14.5%,?,0.2%,-8.5
O=C(Nc1ccc2c(c1)CCC2)C1CCN(c2ncccn2)CC1,33.6,.,-4.5%,-17.5%,3.9%,2.9
Cc1onc(-c2c(F)cccc2Cl)c1C(=O)Nc1sc2c(c1C#N)CCC(C(C)(C)C)C2 (configuration not stated),-2.2,?,0.4%,6.57µM*,-1.2%,-19.1
CCCc1nc2nc(C)c(NS(=O)(=O)c3ccc(Cl)cc3)c(=O)n2[nH]1,2.0,432.4%[activator],13.1%,19.7%,?,-19.6
C/C(CC(=O)Nc1ccc(OCc2ccccc2)cc1)=N\NC(=O)C(=O)Nc1ccccc1C,26.3*,?,?,?,-8.5%,65.1*
O=C(N=C1SC2CS(=O)(=O)CC2N1c1cc(Cl)ccc1Cl)C1CC1 (configuration not stated),8.5,27.7%,10.2%,10.6%,7.3%,-4.6
Cc1ccc(C(=O)N(CCCN(C)C)c2nc3ccc(Cl)cc3s2)cc1C,-6.9,?,?,11.7µM*,-11.0%,-31.9
CC(C)(C)OC(=O)N1CCN(C(=O)Nc2ccc3c(c2)OCCO3)CC1,23.6*,50.1%[activator],9.0%,172.9%[activator],-0.6%,25.5
CCOC(=O)c1sc(C)c2c(=O)n(Cc3ccc(Cl)cc3)c(C)nc12,-1.9,?,-29.6%,-17.7%,-4.9%,-11.5
Cn1c2ccccc2c(=O)c2ccc(C#CC3(N)CCCCC3)cc21,45.5*,?,11.2µM*,19.1%,3.3%,85.1*

Record cards (already shown). Screens in order: CHX counter, Pf growth 96h, HCV inh, Pf growth 48h, FBPA Giardia inh, Shiga inhibitor
Entry for CC(C)(C)OC(=O)N1CCN(C(=O)Nc2ccc3c(c2)OCCO3)CC1 = 23.6*, 50.1%[activator], 9.0%, 172.9%[activator], -0.6%, 25.5
Entry for Cn1c2ccccc2c(=O)c2ccc(C#CC3(N)CCCCC3)cc21 = 45.5*, ?, 11.2µM*, 19.1%, 3.3%, 85.1*
Entry for O=C(N=C1SC2CS(=O)(=O)CC2N1c1cc(Cl)ccc1Cl)C1CC1 (configuration not stated) = 8.5, 27.7%, 10.2%, 10.6%, 7.3%, -4.6
